Source: PubChem (several laboratories)
HTRA1 inh: inhibitors of human serine peptidase HTRA1; actives 0.5% (n = 340,000); AID 504803; inhibition, % at 5.96 µM; recombinant HTRA1, FP-rhodamine activity-based probe, fluorescence polarization; in the data active means inhibition above about 36%;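 further: 0% = enzyme with DMSO and 100% = wells lacking enzyme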
MBD2 inh: blocks human MBD2 binding to methylated DNA; Q9UBB5; TR-FRET, MBD2 binding to methylated oligonucleotide; inhibition, % at 4.4 µM; actives 0.31% (n = 370,000); AID 686964; in the data active means inhibition above about 13%
mABHD4 FP: inhibitors of mouse ABHD4 | actives 0.54% (n = 370,000) | purified mABHD4, FP-Rh probe fluorescence polarization | AID 720543 | inhibition, % at 8.92 µM;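 active means inhibition exceeding the mean over every tested compound plus 3 SD, cut at about 30% in these data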;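 further: 0% = plate median of compound wells and 100% = S159A mutant with DMSO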
Target sequence (Q8VD66 whole entry, looked up): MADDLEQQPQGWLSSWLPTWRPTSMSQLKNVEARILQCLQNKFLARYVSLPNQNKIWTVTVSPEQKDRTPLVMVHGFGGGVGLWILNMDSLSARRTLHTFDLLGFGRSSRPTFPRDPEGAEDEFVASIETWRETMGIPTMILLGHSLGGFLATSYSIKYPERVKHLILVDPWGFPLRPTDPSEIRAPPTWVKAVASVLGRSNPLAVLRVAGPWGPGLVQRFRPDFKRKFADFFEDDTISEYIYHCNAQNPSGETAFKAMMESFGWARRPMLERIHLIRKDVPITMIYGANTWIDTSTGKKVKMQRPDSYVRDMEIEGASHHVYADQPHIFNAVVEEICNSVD
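Assay system: mABHD4 protein; medium: HEPES pH 7.0, NaCl, Pluronic buffer; dosing: 8.92 µM, single dose; schedule: 45 min + 60 min at 25 °C; signal: FP readout, ex 525 nm / em 598 nm; read-out: normalized percent inhibition of probe labeling; repeats: single replicate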
LEDGF integ inh: blocks HIV-1 LEDGF/p75-dependent DNA integration; actives 0.64% (n = 370,000); inhibition, % at 3.7 µM; TR-FRET IN-LEDGF/p75 DNA integration, Eu/Cy5;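 active means inhibition above the screen-wide mean plus 3 SD, cut at about 13% in these data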;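 further: signal is the Cy5 over europium emission ratio at 671 and 618 nm; 0% = plate median of compound wells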
TDP2 inh: blocks human TDP2 phosphodiesterase activity | actives 0.34% (n = 370,000) | recombinant TDP2, T5PNP hydrolysis, p-nitrophenol absorbance 415 nm | O95551 | inhibition, % at 12.8 µM | AID 720702;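 active means inhibition above the mean of all tested compounds plus 3 SD, set per campaign, cut at about 25% in these data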;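 further: 0% = DMSO with enzyme and 100% = buffer with substrate but no TDP2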
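Assay system: recombinant human TDP2 / Reagent: T5PNP substrate at 5 mM, a TopII-DNA adduct mimic / Measured by: epi absorbance from released p-nitrophenol / Evaluation: % inhibition relative to enzyme-containing and enzyme-free wells / Control set: enzyme-free and DMSO wells / Replicates: each compound tested once, singlicate / Schedule: enzyme reaction with compound for 2 h at 37 °C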
GC-B act: GC-B (human) receptor activation. HEK293-GC-B cells, CNP EC30, cGMP TR-FRET; 0% at EC30 CNP, 100% saturating CNP. activation, % at 10 µM. actives 0.11% (n = 370,000);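 active means activation at 10 µM reaching about 35% in either raw or pattern-adjusted values, limit read from the data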
SIAE inh: human SIAE inhibition, primary screen; SIAE FP-Rh probe binding, fluorescence polarization; inhibition, % at 9.66 µM; actives 0.69% (n = 370,000); AID 1053197;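 active means inhibition above a cutoff: mean of compounds within the control limits plus 3 SD of those, cut at about 17% in these data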;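 further: 0% = plate median of compound wells and 100% = probe without SIAE protein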
Target sequence (Q9HAT2 whole entry, looked up): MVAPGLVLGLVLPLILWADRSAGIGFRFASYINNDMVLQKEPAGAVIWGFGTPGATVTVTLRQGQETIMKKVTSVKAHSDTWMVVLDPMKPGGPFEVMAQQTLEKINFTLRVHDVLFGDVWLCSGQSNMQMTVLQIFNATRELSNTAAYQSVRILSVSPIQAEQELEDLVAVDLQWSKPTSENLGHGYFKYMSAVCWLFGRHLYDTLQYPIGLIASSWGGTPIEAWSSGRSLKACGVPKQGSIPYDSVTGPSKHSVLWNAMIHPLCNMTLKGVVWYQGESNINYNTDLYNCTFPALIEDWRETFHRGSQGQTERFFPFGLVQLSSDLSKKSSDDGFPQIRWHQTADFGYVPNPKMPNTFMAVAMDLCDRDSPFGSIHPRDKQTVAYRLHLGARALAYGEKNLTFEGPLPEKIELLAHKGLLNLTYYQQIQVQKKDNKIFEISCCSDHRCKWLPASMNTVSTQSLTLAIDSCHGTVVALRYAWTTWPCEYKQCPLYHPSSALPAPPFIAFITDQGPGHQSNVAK
TCR-CD3 inh: human TCR-CD3 binding inhibition | TAMRA-labeled TCR probe fluorescence, biochemical | inhibition, % at 9.4 µM | actives 0.37% (n = 360,000); in the data active means inhibition above about 19%;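 further: recombinant mutant TCR 2C K166C tagged with TAMRA read by polarization; 0% = receptor in buffer alone and 100% = receptor with positive control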
PRMT1 FP inh: inhibitors of human PRMT1; Q99873; recombinant PRMT1, activity-based probe fluorescence polarization; inhibition, % at 2.79 µM; actives 1.3% (n = 370,000); AID 652257;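 active means inhibition above about 21% made by adding two undisclosed values, limit read from the data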
rCAG RNA binder: binds r(CAG) RNA repeats; r(CAG) RNA repeat, TO-PRO-1 dye displacement fluorescence; inhibition, % at 3 µM; actives 1.3% (n = 370,000); AID 651821;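 active means inhibition above the plate cutoff, the mean of all test compounds on that plate plus 3 SD, cut at about 35% in these data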;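 further: 0% = DMSO alone and 100% = 100 µM mitoxantrone as full dye displacement; higher means more dye released from RNA so lower well fluorescence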
Numbers without * were called inactive; nt = no result given. Only part of the results is shown; rates above refer to the full screens.

SMILES	HTRA1 inh	MBD2 inh	mABHD4 FP	LEDGF integ inh	TDP2 inh	GC-B act	SIAE inh	TCR-CD3 inh	PRMT1 FP inh	rCAG RNA binder
O=C(NCc1cccnc1)[C@@H]1CC=C[C@@H]2CCN(Cc3ccc(Cl)c(Cl)c3)C(=O)[C@@H]21	-7	2	7	1	5	-4	-3	5	2	1
Cc1c(C(=O)N2CCC(C)CC2)sc2ncnc(N3CCN(c4ccccc4)CC3)c12	3	2	9	-2	11	2	3	-2	3	-3
CC1CN(CCCOc2ccccc2[N+](=O)[O-])CC(C)O1 (centres undefined)	4	3	15	-2	9	3	9	-6	0	-5
CCc1cc2c(NC(Cc3ccccc3)C(=O)O)nc(C)nc2s1 (centres undefined)	6	-9	1	1	7	2	4	-1	-2	9
CC(C1CC1)N(Cc1ccccc1)C(=O)NC(=O)c1ccccc1 (centres undefined)	7	-3	7	1	-7	3	-3	5	-4	-1
CC(=O)N1CCN(C(=O)CCNS(=O)(=O)c2ccccc2)CC1	12	-7	2	-3	-5	2	-2	1	-1	2
O=C(CSc1nnc(NC(=O)c2cccc(Cl)c2)s1)NCC1CCCO1 (centres undefined)	0	-1	3	0	-15	6	-3	-2	-3	5
O=C(NCCCNC(=O)c1cc(Cl)ccc1Cl)c1ccco1	-2	0	0	-6	-11	5	9	-8	4	8
COc1ccccc1OCCCCCCN1CCOCC1	1	2	11	-2	11	nt	-2	-1	1	-8
Cc1cc(/C=C2/NC(=O)N(c3ccccc3)C2=O)c(C)n1C(C)C	-3	-2	4	-1	-7	0	4	1	4	8
CCN(CC)/C(Sc1ccccc1)=C(/C(Cl)=C(Cl)Cl)[N+](=O)[O-]	1	-1	4	-4	9	-3	-2	2	1	0
Cc1ccc(/C=C/c2ccc(N(C)C)cc2)[n+](C)c1	-26	-28	-39	-11	-8	-24	-30	-11	-9	-107
CN1CCC(NC(=O)CCc2ccccc2)CC1	10	1	3	-6	11	1	1	0	1	3
CC(C)N1CSC(=S)N(Cc2ccccc2)C1	0	-3	2	6	-6	0	-40	4	-2	1
O=C(NC1CCCCC1)[C@@H]1CSC2c3ccccc3C(=O)N21 (some centres undefined)	-1	1	-2	0	1	2	-3	15	-1	-4
S=C(Nc1ccc2nsnc2c1)NC1CCCCC1	1	-3	-5	-4	7	-2	19*	-1	1	2
COc1ccc(NC(=O)c2ccco2)cc1NC(=O)c1c(F)c(F)c(OC)c(F)c1F	-1	-3	-6	2	1	0	-2	0	-1	-1
Cc1cc(C(=O)NNC(=O)c2cccs2)nn1C(C)(C)C	9	10	0	-2	8	3	-1	-3	4	-3
Cc1cccc(C(=O)NNC(=O)C23CC4CC(CC(C4)C2)C3)c1O	11	2	5	-8	-2	-3	6	9	0	2
O=C(N/N=C/c1ccco1)c1ccncc1	1	-3	-4	-2	3	0	0	-1	4	2
COc1cc(/C=N/Nc2ccccc2)ccc1OC(=O)c1cccs1	nt	5	-2	-3	7	5	7	-1	3	8
O=C(C[C@@H]1C/C=C\C[C@H](NC(=O)OCC2c3ccccc3-c3ccccc32)C(=O)OC[C@@H]2CCCN2C1=O)NCCO	-5	0	-5	1	-5	-4	1	8	-3	1
COc1ccc(/C=C2\N=C(c3ccccc3)N(c3ccc(C(=O)O)cc3)C2=O)cc1OC	-1	4	-5	-1	6	-1	-9	2	0	20
CC1CCN(CCCNC(=O)c2coc3nc4ccccc4nc23)CC1	0	-3	-3	0	9	1	-4	5	2	3
CCCNC(=O)c1cc2cc([N+](=O)[O-])ccc2s1	1	-5	1	4	-3	nt	9	3	-4	-3

Next part:
SMILES	HTRA1 inh	MBD2 inh	mABHD4 FP	LEDGF integ inh	TDP2 inh	GC-B act	SIAE inh	TCR-CD3 inh	PRMT1 FP inh	rCAG RNA binder
O=C(CCCCCn1c(=S)[nH]c2cc3c(cc2c1=O)OCO3)N1CCN(Cc2ccccc2)CC1	-10	0	-1	3	9	-4	-3	2	-1	2
O=C(CCSc1nnc2ccccn12)Nc1ccc2c(c1)OCO2	2	-2	-6	11	-7	-7	-2	-11	-4	2
COCC(=O)N1CCC(n2nccc2NC(=O)c2ccccc2OC)CC1	1	-2	10	2	2	5	4	4	-2	-1
Fc1cccc(CN2CCCCCCC2)c1	3	5	10	1	22	6	0	4	1	-4
Cc1ccc(C)c(N(CC(=O)NC2CCCC2)C(=O)c2cc3cc4cccc(C)c4nc3s2)c1	-12	-1	-2	-1	7	2	12	5	2	3
CN(C)CCN1C(=O)NC(C)(c2ccc([N+](=O)[O-])cc2)C1=O (centres undefined)	-1	-2	4	-7	-2	2	4	3	3	-1
COC(=O)C[C@H]1C[C@@H]2c3cc(NC(=O)Nc4ccc(F)cc4)ccc3O[C@@H]2[C@@H](CO)O1	-16	4	3	0	-3	-1	6	-1	2	2
CC1CN(S(=O)(=O)c2ccc(C(=O)Nc3ccc(S(=O)(=O)N4CCOCC4)cc3)cc2)CC(C)O1 (centres undefined)	-4	-2	-9	1	5	-1	-7	1	-5	4
O=C1CCCN1c1ccc(S(=O)(=O)Nc2cccnc2)cc1	4	6	1	-2	-3	0	-9	0	1	1
Fc1ccc(COc2ccc(/C=N/n3cnnc3)cc2)cc1	-3	3	-1	0	2	-2	0	2	4	-4
COc1ccc(S(=O)(=O)N2CCN(Cc3ccco3)CC2)cc1	0	-5	12	7	4	-3	9	0	-4	-2
COc1ccc(-n2cnc3cc(C(=O)N4CCOCC4)ccc32)cc1	4	-7	7	3	-4	6	5	-5	-5	-2
Cc1cc(NC(=O)COc2ccccc2C)no1	-6	6	6	1	-1	1	-2	4	7	3
CC(OC(=O)CCN=C1NS(=O)(=O)c2ccccc21)C(=O)Nc1ccc(N(C)C)cc1 (centres undefined)	0	-3	6	-6	1	1	5	8	-3	1
Cc1cc(C(=O)CSc2nc(N)cc(N)n2)c(C)n1CC1CCCO1 (centres undefined)	-8	3	5	0	-1	0	0	1	3	3
Cc1ccc(C)c(OCC(O)CN2CCc3ccccc3C2)c1C (centres undefined)	-1	3	-3	0	3	2	2	3	1	-7
COc1ccc(-n2nc3c(c2NC(=O)CCCCl)CSC3)cc1	1	3	3	-6	0	3	-3	-2	12	4
Cc1cc(C)nc(N2CCC(CNC(=O)CCc3ccccc3)CC2)n1	0	-1	-1	2	-3	2	1	4	-2	-4
COCCNc1nnc(Cc2ccc(Cl)cc2)c(=O)[nH]1	2	1	1	-4	1	-11	-3	2	-2	3
COc1ccccc1OCc1nnc(SCC(=O)Nc2ccc(N3CCOCC3)cc2)n1C	-2	-2	5	-5	6	-4	-2	-5	5	-5
Cc1cccc(C)c1OCCNC(=O)c1ccc2ccccc2n1	-15	0	-2	-4	4	5	13	2	2	-6
Cc1cccc(OCC(=O)Nc2ncn[nH]2)c1C	-2	0	3	-5	-7	-3	-1	-3	3	3
Cc1ccc(S(=O)(=O)/N=C(/Nc2cccc(O)c2)c2ccccc2)cc1	-13	1	-10	37*	0	-4	7	2	-1	1
N#Cc1cnn(Cc2ccccc2)c1/N=C/N1CCOCC1	0	3	3	-2	2	2	2	9	-3	-6
COc1cc([N+](=O)[O-])ccc1-c1ccc(/C=C2\C(=O)ON=C2c2ccccc2)o1	3	1	8	0	3	10	-3	2	0	8

One compound at a time, from the list above. Order of values: HTRA1 inh	MBD2 inh	mABHD4 FP	LEDGF integ inh	TDP2 inh	GC-B act	SIAE inh	TCR-CD3 inh	PRMT1 FP inh	rCAG RNA binder
Entry for Cc1cccc(C)c1OCCNC(=O)c1ccc2ccccc2n1 = -15	0	-2	-4	4	5	13	2	2	-6
Entry for CC(OC(=O)CCN=C1NS(=O)(=O)c2ccccc21)C(=O)Nc1ccc(N(C)C)cc1 (centres undefined) = 0	-3	6	-6	1	1	5	8	-3	1
Entry for COCCNc1nnc(Cc2ccc(Cl)cc2)c(=O)[nH]1 = 2	1	1	-4	1	-11	-3	2	-2	3
Entry for COc1ccccc1OCc1nnc(SCC(=O)Nc2ccc(N3CCOCC3)cc2)n1C = -2	-2	5	-5	6	-4	-2	-5	5	-5

Next part:
SMILES	HTRA1 inh	MBD2 inh	mABHD4 FP	LEDGF integ inh	TDP2 inh	GC-B act	SIAE inh	TCR-CD3 inh	PRMT1 FP inh	rCAG RNA binder
COC(=O)Cc1c(C)nc2nc(-c3ccc(C)cc3)[nH]n2c1=O	0	4	5	0	-6	4	-3	7	0	3
COc1ccc(OC)c(C2/C(=C(/O)c3ccccc3)C(=O)C(=O)N2Cc2ccco2)c1 (centres undefined)	1	-1	10	4	-5	-2	6	0	-1	3
Cc1ccc(OCC(=O)c2ccc3c(c2)CCCC3)cc1C	-21	-4	-10	-1	-22	-7	-2	0	-2	6
Cc1nn2c(-n3ccnc3)c3c(nc2c1-c1ccccc1)CCC3	-1	-8	-6	3	-3	-9	10	0	-3	1
Cc1cc(NC(=O)CSc2nnc(-c3ccncc3)n2N)ccc1Br	-10	-4	-13	-4	-10	-3	-6	3	1	4
COc1ccc(NC(=O)N(C)C[C@H]2OCCCC[C@H](C)Oc3ccc(NC(=O)Nc4cccc5ccccc45)cc3C(=O)N([C@@H](C)CO)C[C@H]2C)cc1	nt	-4	6	-3	10	5	-6	0	1	18
Cc1ccc(NC(=O)CN2C(=O)C(=O)N(C3CCCC3)C2=O)c(Cl)c1	8	-4	2	6	6	0	0	9	1	2
CCC(C)c1c(O)nc(SCc2ccccc2)[nH]c1=O (centres undefined)	-1	-2	-2	0	-5	-1	-2	2	3	0
Cc1ccc(CN2CCN(Cc3cnc(C)s3)CC2CCO)cc1 (centres undefined)	18	-2	1	0	-4	0	0	-1	0	-4
O=C(N/N=C/c1ccc(O)cc1O)c1ccncc1	4	1	5	-10	-1	-3	2	-7	3	-2
CN1CCCN(C(=O)c2cc3c(s2)CCCC3)CC1	3	0	7	-4	6	-1	6	4	-1	-6
Cc1noc(NS(=O)(=O)c2ccc(N/C=C\C(=O)c3ccccc3)cc2)c1C	-1	-7	-2	0	5	3	9	4	0	15
O=C(Nc1ccccc1N1CCN(C(=O)c2ccccc2)CC1)c1ccc2c(c1)OCO2	-1	4	-10	-1	-13	1	-2	-6	7	-2
COc1cccc(CNC(=O)CCC2CCCN(C(=O)CCC(F)(F)F)C2)c1 (centres undefined)	-1	-5	-11	9	-3	1	13	3	-5	-5
CCCCc1ccc(NC(=S)N2CCC(O)CC2)cc1	11	-1	-1	-4	4	1	9	2	0	-2
CCOC(=O)C1(Cc2ccccc2C(F)(F)F)CCN(Cc2ccon2)CC1	2	1	-2	-2	-3	1	7	-3	-2	-11
Cc1sc2ncnc(N3CCC(C(=O)NNC(=O)c4ccc(Cl)cc4)CC3)c2c1C	-9	2	-1	5	-2	3	-4	1	-3	0
CC(C)Oc1ccccc1C1NC(=O)CCC1[N+](=O)[O-] (centres undefined)	3	-4	-5	3	6	4	1	6	2	-2
O=C1c2ccccc2C(Nc2ccccc2)N1c1cccnc1 (centres undefined)	-7	-4	-1	2	-3	-2	3	3	-7	2
O=C(CCC(=O)c1cccs1)NCC(c1ccc(F)cc1)N1CCOCC1 (centres undefined)	-2	-2	-9	7	-7	5	-4	-14	-1	12
CSc1ccccc1NC(=O)CSc1nncs1	6	1	2	-5	5	1	-4	-10	-1	0
Cc1ccc(C=Nc2ccccc2C(N)=O)cc1	-2	-1	6	-1	-1	-3	-1	2	-2	2
